RGS12 GoLoco inh: inhibitors of human Gai1-RGS12 GoLoco interaction (red fluorophore); 0.44% of 230,000 active; Potency, µM (titrated, usually from 61.6 µM), without a hit: top-dose activity, negative = inhibition, actives largely listed as inhibitors; Gai1:RGS12 GoLoco peptide FP, rhodamine, 10 min; AID 880; active = well fitted inhibition curve with a large enough effect, not every such curve was filed as active; inactive = no such curve, though single readings can be large or run the other way; also: nearly all actives have a fitted effect of over 30% in size; many of its hits are not listed in these tables
Target sequence (P63096 whole entry, looked up): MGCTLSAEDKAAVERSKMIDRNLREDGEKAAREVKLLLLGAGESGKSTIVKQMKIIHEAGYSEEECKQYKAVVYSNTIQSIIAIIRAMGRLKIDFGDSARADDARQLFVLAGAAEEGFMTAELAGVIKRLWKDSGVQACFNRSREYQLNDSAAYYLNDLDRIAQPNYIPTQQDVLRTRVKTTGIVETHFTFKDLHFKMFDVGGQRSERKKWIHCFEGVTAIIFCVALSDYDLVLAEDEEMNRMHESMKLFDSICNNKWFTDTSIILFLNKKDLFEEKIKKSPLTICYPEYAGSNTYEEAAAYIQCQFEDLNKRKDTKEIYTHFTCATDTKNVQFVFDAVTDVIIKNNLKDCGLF
GAA glycogen mod: alters human alpha-glucosidase cleavage of glycogen. P10253. recombinant GAA, glycogen substrate, Amplex Red glucose oxidase fluorescence. Potency, µM (titrated, usually from 76.4 µM), for the others: top-dose activity change, negative = inhibition, actives largely listed as inhibitors. 0.38% of 300,000 active; active = well fitted inhibition curve with a large enough effect; inconclusive = small, poorly fitted or top-dose-only effect, or another doubt; inactive = no such curve, though single readings can be large or run the other way;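 also: 0% = full enzyme reaction and -100% = no-enzyme basal signal; the screen sought inhibitors and activators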
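Recombinant enzyme (4 nM final) with compounds titrated up to 77 uM and bovine liver glycogen (30 ug) in citrate pH 5.0, 0.01% Tween-20, 37 C 40 min. Released glucose detected by Amplex Red/glucose oxidase (Ex 573/Em 610); AC50 from Hill fits.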
* marks the source's active call; other numbers are inactive results; ? = inconclusive; . = no result given; [ ] = remark or other dose. Unless noted, % is scaled to controls: 0 for no effect and ±100 for the full control effect; potency is read from the fitted curve at half-maximal effect.

Screens in order: RGS12 GoLoco inh | GAA glycogen mod
1. CC(Cc1ccccc1)NCc1ccccc1Cl (stereo not drawn)
→ 3% | .
2. CC(=O)OO
→ 7% | .
3. C=CCOC(Cn1ccnc1)c1ccc(Cl)cc1Cl (stereo not drawn)
→ 4% | .
4. CC(C)C(Br)C(=O)NC(N)=O (stereo not drawn)
→ -2% | .
5. CCN(CC)CCN1C(=O)CN=C(c2ccccc2F)c2cc(Cl)ccc21
→ 0% | .
6. CS(=O)(=O)c1ccc(C(=O)N2CCC(C(=O)O)(c3ccccc3)CC2)cc1
→ . | -5%[76.3 µM]
7. Cc1ccc(C(C)C)c(OCC(=O)N2CCN(CCc3ccncc3)CC2)c1
→ . | 14%[76.3 µM]
8. CN(C)C(=O)Oc1ccc2c(=O)c(Oc3ccccc3Br)coc2c1
→ . | 3%
9. Cc1cccc(NP(=O)(Oc2ccccc2)Oc2ccccc2)c1C
→ . | -7%[76.3 µM]
10. CN1C(=O)C(O)N=C(c2ccccc2)c2ccccc21 (stereo not drawn)
→ . | 6%
11. CN(c1ccccc1)c1ccc([N+](=O)[O-])c2nonc12
→ . | 3%
12. O=C(c1cn(Cc2ccccc2F)c2ncccc12)C(F)(F)F
→ . | -14%
13. O=C1NC(=O)C(Sc2ccccc2[N+](=O)[O-])C(=O)N1
→ . | -13%[76.3 µM]
14. COCCNC(=O)CN1C2CCC1CC(O)(c1cccnc1)C2 (stereo not drawn)
→ . | 2%[76.3 µM]
15. CCOc1cc2c(cc1OCC)-n1cccc1C(c1ccc(C(C)C)cc1)NC2 (stereo not drawn)
→ . | -9%
16. O=C1CC(=O)N(c2cccc(F)c2)C(=O)N1
→ . | -8%[76.3 µM]
17. CN1CC(C(=O)c2ccc(F)cc2)C(c2ccc(F)cc2)C1 (stereo not drawn)
→ . | 1%
18. Cc1cc(OCC(=O)N2CCN(CCc3ccncc3)CC2)cc(C)c1Cl
→ . | -1%[76.3 µM]
19. C=CCn1cc(C=C2C(=O)N(C)C(=O)N(C)C2=O)c2ccccc21
→ . | 6%
20. CC(Cc1ccccc1)NC(=O)C(c1ccc(N)cc1)c1ccc(N)cc1 (stereo not drawn)
→ . | -10%[76.3 µM]
21. Cc1ccc(N2C(=O)NC(=O)/C(=C\c3cc(C)n(-c4cc(C(=O)O)cc(C(=O)O)c4)c3C)C2=O)cc1
→ . | -4%
22. Cc1cc(OCC(=O)NCC2CCC(C(=O)O)CC2)c2c3c(c(=O)oc2c1)CCC3 (stereo not drawn)
→ . | -7%[76.3 µM]
23. CCCCCCn1c(=O)c(C(=O)Nc2cccc(C)n2)c(O)c2ccccc21
→ . | 15%[76.3 µM]
24. C#C[C@@]1(O)CCC2C3CCC4=C/C(=N/OCC(=O)NC(C(=O)NC(CC(C)C)C(=O)O)C(C)C)CC[C@]4(C)C3CC[C@@]21C (stereo partly drawn)
→ . | 2%
25. CCCCn1c(=O)c(C(=O)Nc2ccccc2Cl)c(O)c2ccccc21
→ . | 12%[76.3 µM]
26. O=C(NC1CC2CCCC(C1)N2)c1ccccc1 (stereo not drawn)
→ . | 4%[76.3 µM]
27. COC(=O)c1ccc(C(c2c(C)[nH][nH]c2=O)c2c(C)[nH][nH]c2=O)cc1
→ . | ?
28. O=C(COc1ccc2ccc(=O)oc2c1)N1C[C@H]2C[C@@H](C1)c1cccc(=O)n1C2
→ . | 7%[76.3 µM]
29. CNC(=O)Oc1ccc(C(=O)N2c3ccccc3NC(=O)C2C)cc1 (stereo not drawn)
→ . | -12%
30. COc1cccc(NC2=NCCCS2)c1
→ . | -1%[76.3 µM]

5 entries from above, sorted by length of the SMILES, high to low:
Screens in order: RGS12 GoLoco inh | GAA glycogen mod
28. O=C(COc1ccc2ccc(=O)oc2c1)N1C[C@H]2C[C@@H](C1)c1cccc(=O)n1C2
→ . | 7%[76.3 µM]
14. COCCNC(=O)CN1C2CCC1CC(O)(c1cccnc1)C2 (stereo not drawn)
→ . | 2%[76.3 µM]
16. O=C1CC(=O)N(c2cccc(F)c2)C(=O)N1
→ . | -8%[76.3 µM]
3. C=CCOC(Cn1ccnc1)c1ccc(Cl)cc1Cl (stereo not drawn)
→ 4% | .
2. CC(=O)OO
→ 7% | .

The main list resumes, starting five compounds before the break.
Screens in order: RGS12 GoLoco inh | GAA glycogen mod
26. O=C(NC1CC2CCCC(C1)N2)c1ccccc1 (stereo not drawn)
→ . | 4%[76.3 µM]
27. COC(=O)c1ccc(C(c2c(C)[nH][nH]c2=O)c2c(C)[nH][nH]c2=O)cc1
→ . | ?
28. O=C(COc1ccc2ccc(=O)oc2c1)N1C[C@H]2C[C@@H](C1)c1cccc(=O)n1C2
→ . | 7%[76.3 µM]
29. CNC(=O)Oc1ccc(C(=O)N2c3ccccc3NC(=O)C2C)cc1 (stereo not drawn)
→ . | -12%
30. COc1cccc(NC2=NCCCS2)c1
→ . | -1%[76.3 µM]
31. Fc1ccc(CNCCc2ccc3c(c2)OCO3)cc1
→ . | -8%[76.3 µM]
32. C[n+]1c2ccccc2nc2ccc(NCCO)cc21
→ . | -2%
33. O=C(CCN1CCCCC1)Nc1ccc(Cl)cc1C(=O)c1ccccc1
→ . | 5%
34. COc1ccc(-c2nn(CCC#N)cc2C(=O)NCc2ccccc2)cc1OC
→ . | -1%[76.3 µM]
35. Cn1cc(/C=C2\C(=O)NC(=O)N(c3ccccc3)C2=O)c2ccccc21
→ . | -12%
36. CC(C)(C)C(=O)Nc1ccc(S(=O)(=O)N2CC3CC(C2)c2cccc(=O)n2C3)cc1 (stereo not drawn)
→ . | -3%[76.3 µM]
37. COP(=O)(/C=C(\Cl)c1ccccc1)/C=C(\Cl)c1ccccc1
→ . | 4%
38. Clc1cccc(CNCCc2ccc3c(c2)OCO3)c1
→ . | 1%
39. CC(C)N1CCN(Cc2c[nH]c3ccccc23)CC1CCO (stereo not drawn)
→ . | 0%[76.3 µM]
40. Cc1ccccc1N1CCN(Cc2ccc3c(c2)OCO3)CC1
→ . | 1%[76.3 µM]
41. CCC(C)NC(=O)CCC(=O)OC1O[C@H]2OC3(C)CC[C@H]4[C@H](C)CCC(C1C)C24OO3 (stereo partly drawn)
→ . | 1%
42. CCN(CC)C(=O)c1ccc2c(c1)C1C=CCC1C(C(=O)O)N2 (stereo not drawn)
→ . | -20%
43. Cc1cc(OCC(=O)NCc2ccc(S(N)(=O)=O)cc2)c2c3c(c(=O)oc2c1)CCC3
→ . | -2%[76.3 µM]
44. CN1CCC(O)(c2cccs2)C(C(=O)c2cccs2)C1 (stereo not drawn)
→ . | -5%[76.3 µM]
45. C[C@]12CCC3[C@@H](CCC4=CC(=O)CC[C@@]43CO)C1CCC2=O (stereo partly drawn)
→ . | -3%
46. CCc1ccccc1NC(=O)N1C[C@H]2C[C@@H](C1)c1cccc(=O)n1C2
→ . | -21%[76.3 µM]
47. O=C(Cn1cc(C=C2C(=O)NC(=O)NC2=O)c2ccccc21)NCC1CCCO1 (stereo not drawn)
→ . | -4%[76.3 µM]
48. O=c1c2ccccc2nc(/C=C/c2ccccc2)n1-c1ccccc1O
→ . | 3%
49. O=C1CN=C(c2ccccc2)c2c(sc3c2CCCC3)N1
→ . | 17%[76.3 µM]
50. CCN1CCN(c2nc3c(c(=O)[nH]2)CCC3)CC1
→ . | -5%[76.3 µM]
51. Cn1c(=O)n(C)c2cc(CNCCc3ccccc3)ccc21
→ . | -1%[76.3 µM]
52. CCN1C(=O)NC(=O)/C(=C\c2cn(CC(=O)N3CCCCC3)c3ccccc23)C1=O
→ . | 8%[76.3 µM]
53. COc1cc(/C=C/[N+](=O)[O-])ccc1OC(=O)c1cccnc1
→ . | 14%[76.3 µM]
54. C=C1C2[C@H](OC(C)=O)[C@@H]3CC(=O)[C@]4(C)OC[C@@]3(C)[C@@]4(O)[C@@H](OC(C)=O)[C@H](OC(C)=O)[C@@]2(COC(=O)c2ccccc2)[C@@H](OC(C)=O)C[C@@H]1O (stereo partly drawn)
→ . | 0%[76.3 µM]
55. CN1C(=O)N(C)C(=O)C2(Cc3cc([N+](=O)[O-])ccc3N3CCN(C(=O)c4ccccc4)CC32)C1=O (stereo not drawn)
→ . | 1%
56. O=[N+]([O-])c1cccnc1N1CCCNCC1
→ . | 3%
57. C[C@H](NC(=O)N1C[C@H]2C[C@@H](C1)c1cccc(=O)n1C2)C(=O)Nc1ccc(F)c(F)c1
→ . | -17%[76.3 µM]
58. O=C1CC(=O)N(Cc2ccccc2)C(=S)N1
→ . | -12%
59. CCC(C(=O)N1C[C@H]2C[C@@H](C1)c1cccc(=O)n1C2)c1ccccc1 (stereo partly drawn)
→ . | -4%[76.3 µM]
60. COc1ccccc1CNC(=O)CCC(=O)N1C[C@H]2C[C@@H](C1)c1cccc(=O)n1C2
→ . | -5%[76.3 µM]
61. NS(=O)(=O)c1ccc(-c2ccc(C=C3C(=O)NC(=S)NC3=O)o2)cc1
→ . | ?
62. CC(=O)c1ccc(NC(=O)N2C[C@H]3C[C@@H](C2)c2cccc(=O)n2C3)cc1
→ . | -11%[76.3 µM]
63. CC1=C2C(=O)C3C(CC=C4CC(O)CCC43C)C2CCC12OC1CC(C)CNC1C2C (stereo not drawn)
→ . | -2%[76.3 µM]
64. CC1=Nc2ccccc2/C1=C/c1c(O)n(C)c(=O)[nH]c1=O
→ . | -10%[76.3 µM]
65. O=C(c1ccc2c(c1)OCO2)C1CCCN(Cc2ccc(F)c(F)c2)C1 (stereo not drawn)
→ . | -14%[76.3 µM]
66. CN(C)C(=O)Oc1ccc2c(c1)O/C(=C\c1cccc([N+](=O)[O-])c1)C2=O
→ . | -13%
67. CCC(=Nc1ccccc1N)c1c(O)[nH]c(=O)[nH]c1=O
→ . | -28%
68. CC(C)COc1ccc(Cc2c(O)[nH]c(=S)[nH]c2=O)cc1
→ . | -8%[76.3 µM]
69. COc1cccc(Oc2coc3cc(OC(=O)N(C)C)ccc3c2=O)c1
→ . | -3%
70. O=C(O)C1C2CCC(O2)C1C(=O)Nc1ccc(F)c(F)c1 (stereo not drawn)
→ . | -4%[76.3 µM]
71. Cc1c(C)c2ccc(OCC(=O)N3CCC(C(=O)O)(c4ccccc4)CC3)c(C)c2oc1=O
→ . | 14%[76.3 µM]
72. O=C(COc1cccc(Cl)c1)N1CCN(CCc2ccncc2)CC1
→ . | 2%[76.3 µM]
73. COc1ccc(OC)c(CNCCc2ccc(OC)c(OC)c2)c1
→ . | 7%[76.3 µM]
74. Cc1oc(-c2ccccc2Cl)nc1CN1C(=O)CN=C(c2ccccc2)c2cc(Cl)ccc21
→ . | -11%[76.3 µM]
75. CNc1ccc2nc3ccccc3[n+](C)c2c1
→ . | 0%
76. COc1ccc(CN2CCN(C(=O)Cc3ccccc3)CC2)cc1Br
→ . | -3%[76.3 µM]
77. O=C(Cc1ccccc1)N1CCN(Cc2ccc(F)cc2)CC1
→ . | 9%[76.3 µM]
78. Cc1cnc(NC(=O)CN2CCCCC2)s1
→ . | -6%[76.3 µM]
79. CN(C)C(=O)Oc1ccc2oc(=O)cc(-c3cc4ccccc4o3)c2c1
→ . | -5%[76.3 µM]
80. CCOc1ccc(CN2CCN(C(=O)Cc3ccccc3)CC2)cc1
→ . | 15%[76.3 µM]
81. Cc1cc(=O)oc2cc(OCC(=O)N3C[C@H]4C[C@@H](C3)c3cccc(=O)n3C4)ccc12
→ . | -3%[76.3 µM]
82. CCCCCn1c(=O)c(C(=O)NCCc2ccccc2)c(O)c2ccccc21
→ . | 10%[76.3 µM]
83. Cc1nc2ccc(Cl)cc2c(=O)n1-c1ccc([N+](=O)[O-])cc1
→ . | 0%[76.3 µM]
84. NS(=O)(=O)c1ccc(-c2ccc(C=C3C(=O)NC(=O)NC3=O)o2)cc1
→ . | 0%[76.3 µM]
85. COc1ccccc1OCC(=O)N1CCCC(N2CCN(c3ccc(F)cc3)CC2)C1 (stereo not drawn)
→ . | -11%[76.3 µM]
86. Cc1ccccc1-c1nc2ccccc2c(=O)n1C
→ . | -3%[76.3 µM]
87. O=c1c2ccccc2nc(/C=C/c2ccc(O)cc2)n1-c1ccc(O)cc1
→ . | 2%
88. Brc1ccccc1CNCCc1ccc2c(c1)OCO2
→ . | 17%[76.3 µM]
89. COCCCNC(=O)Cn1cc(/C=C2\C(=O)NC(=O)N(c3ccccc3F)C2=O)c2ccccc21
→ . | 11%
90. CC(N)Cc1cn(Cc2ccccc2)c2ccccc12 (stereo not drawn)
→ . | 1%[76.3 µM]

The listing continues:
Screens in order: RGS12 GoLoco inh | GAA glycogen mod
91. C=CCn1cc(C=C2C(=O)NC(=O)NC2=O)c2ccccc21
→ . | -1%
92. O=C1NC(=O)C(=Cc2ccc(-c3ccc(F)cc3O)o2)C(=O)N1
→ . | -12%[76.3 µM]
93. CCOC(=O)Cn1cc(C(=O)c2ccccc2)c2ccccc21
→ . | 1%[76.3 µM]
94. COc1ccc(C(=O)C2CCCN(CCO)C2)c(C)c1 (stereo not drawn)
→ . | -1%[76.3 µM]
95. CCCCn1c(=O)c(C(=O)Nc2ccc(C)cn2)c(O)c2ccccc21
→ . | 14%[76.3 µM]
96. O=C(c1cc(F)ccc1F)C1CCCN(Cc2cc(Cl)ccc2O)C1 (stereo not drawn)
→ . | 9%[76.3 µM]
97. Cc1nc2ccc(Cl)cc2c(=O)n1-c1ccccc1Cl
→ . | 13%[76.3 µM]

Compound activity as filed in PubChem.

An excerpt, so the mix of outcomes need not match the whole.
